From PubChem
LDHA block = blocks human lactate dehydrogenase A | purified LDHA, NADH/diaphorase-resazurin fluorescence; hits give low values | activity change, % (values are at about 110 or 230 µM) | 480,000 compounds, 0.15% hits | AID 1347041; in the data active = activity change below about -30%; inconclusive = mostly about -25% to -30%;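 note: plate controls were DMSO wells for no effect and wells without enzyme for full effect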
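LDH5 2 nM; NADH 0.06 mM, pyruvate 0.2 mM; 200 mM Tris pH 7.4, EDTA, Tween-20; 5 min RT. Detection: diaphorase 0.133 mg/mL + resazurin 37 µM, fluorescence ex540/em590 at 0 and 20 min; normalized to enzyme-free and DMSO wells.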
BLM helicase inh = Bloom syndrome helicase (human) inhibition. Potency, µM (top dose mostly 56.1 µM), inactives show at the top dose activity change, negative = inhibition, hits mostly inhibitors. AID 2528. recombinant BLM DNA unwinding, fluorescence dequenching. 350,000 compounds, 0.2% hits. P54132;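 note: potency is the fitted concentration of half-maximal effect; plate controls were vehicle for no effect and no enzyme for full effect; nearly all actives have a fitted effect of over 35% in size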
Anesthetic bind = binds horse apoferritin like a general anesthetic; P02791; AID 485281; apoferritin/1-aminoanthracene competitive binding, fluorescence; Potency, µM (doses to about 77.5 µM), inactives show at the top dose activity change, negative = displacement, actives largely listed as inhibitors; 350,000 compounds, 0.074% hits; note: potency is the fitted concentration of half-maximal effect; % is set by controls: 0 for no effect and ±100 for the full control effect; nearly all actives have a fitted effect of over 20% in size
Target sequence (P02791 2-175 limits assumed): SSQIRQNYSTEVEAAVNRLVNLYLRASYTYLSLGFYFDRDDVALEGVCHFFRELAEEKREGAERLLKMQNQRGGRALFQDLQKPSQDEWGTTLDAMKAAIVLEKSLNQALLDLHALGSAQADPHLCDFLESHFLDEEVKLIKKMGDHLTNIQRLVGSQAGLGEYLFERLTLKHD
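Steps: apoferritin (10 uM) was premixed with half-saturated 1-AMA in PBS, compounds were pin-transferred, plates stood 10 min at room temperature, fluorescence was read at 380/535 nm, and curves were fitted with a Hill equation.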
Pol eta inh = DNA polymerase eta (human) inhibition. Q9Y253. recombinant Pol eta, fluorescent DNA replication assay. Potency, µM (doses to about 114 µM), without a hit: at the top dose activity change, negative = inhibition, most hits filed as inhibitors. 390,000 compounds, 1.2% hits. AID 588591; note: potency is the fitted concentration of half-maximal effect; % is set by controls: 0 for no effect and ±100 for the full control effect
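Fluorescent replication assay: 50 nM final substrate added after a 15 min room-temperature compound preincubation with 10 nM enzyme. Signal taken at 0 min and again at 10 min.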
Pol kappa inh = DNA polymerase kappa (human) inhibition. Q9UBT6. purified Pol kappa, fluorescent DNA synthesis assay, 10 min. Potency, µM (titrated, usually from 107 µM), for the others: at the top dose activity, negative = inhibition, hits mostly inhibitors. 400,000 compounds, 0.53% hits; note: potency is the fitted concentration of half-maximal effect; % is set by controls: 0 for no effect and ±100 for the full control effect
Target sequence (Q9UBT6 whole entry, looked up): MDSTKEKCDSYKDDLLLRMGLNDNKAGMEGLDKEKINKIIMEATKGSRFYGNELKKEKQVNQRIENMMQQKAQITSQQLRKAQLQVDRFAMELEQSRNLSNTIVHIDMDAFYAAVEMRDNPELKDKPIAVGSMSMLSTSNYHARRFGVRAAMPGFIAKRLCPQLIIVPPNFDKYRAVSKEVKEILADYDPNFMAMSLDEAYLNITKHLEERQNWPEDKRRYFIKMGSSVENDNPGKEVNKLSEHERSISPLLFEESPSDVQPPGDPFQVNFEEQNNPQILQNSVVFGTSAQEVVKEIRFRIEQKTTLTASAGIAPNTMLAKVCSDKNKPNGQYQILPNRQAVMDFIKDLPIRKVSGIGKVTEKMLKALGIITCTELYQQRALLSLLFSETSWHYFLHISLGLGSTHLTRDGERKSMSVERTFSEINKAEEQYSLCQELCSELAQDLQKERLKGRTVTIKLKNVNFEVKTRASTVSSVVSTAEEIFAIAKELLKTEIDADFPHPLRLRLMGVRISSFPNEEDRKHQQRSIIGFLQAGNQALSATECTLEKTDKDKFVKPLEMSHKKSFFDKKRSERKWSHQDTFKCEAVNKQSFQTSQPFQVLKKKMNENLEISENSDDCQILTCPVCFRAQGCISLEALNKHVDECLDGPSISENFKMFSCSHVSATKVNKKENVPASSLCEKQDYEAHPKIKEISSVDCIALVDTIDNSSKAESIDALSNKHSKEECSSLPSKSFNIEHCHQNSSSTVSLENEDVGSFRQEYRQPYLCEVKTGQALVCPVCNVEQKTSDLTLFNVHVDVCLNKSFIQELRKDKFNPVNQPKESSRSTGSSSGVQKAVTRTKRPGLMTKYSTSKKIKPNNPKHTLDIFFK
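Activity was followed as the change in fluorescence between reads at 0 and 10 min after starting the reaction with 50 nM substrate. Beforehand, 10 nM polymerase had been preincubated with compound for 15 min at room temperature.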
GRP78 ERSR act = induces the endoplasmic reticulum stress response in human glioma cells | Potency, µM, inactives show top-dose activation, usual class: activators | 420,000 compounds, 0.02% hits | U87-MG GRP78 promoter luciferase reporter, 16 h; note: potency is the fitted concentration of half-maximal effect; series mostly up to about 76 µM; % of control where 0% means no effect; nearly all actives have a fitted effect of over 35% in size
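ERSR induction read as luciferase luminescence (Bright-Glo, 10 min at room temperature) in stably transfected human U87-MG glioma cells exposed to compounds for 16 h, using GRP78 as sensor.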
POLB inh = blocks human DNA polymerase beta activity. P06746. Pol beta primer extension/strand displacement, fluorescence kinetic. Potency, µM (top dose mostly 114 µM), without a hit: at the top dose activity change, negative = inhibition, most hits filed as inhibitors. 340,000 compounds, 1.3% hits. AID 485314; note: potency is the fitted concentration of half-maximal effect; % is set by controls: 0 for no effect and ±100 for the full control effect
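Enzyme-only controls used 10 nM Pol beta; buffer lacking enzyme served as negative control. Compound preincubated 15 min, then 50 nM substrate added; 0 and 10 min reads at room temperature.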
Pol iota inh = inhibitors of human DNA polymerase iota | Q9UNA4 | AID 588590 | 390,000 compounds, 1% hits | Potency, µM (highest dose often 115 µM), for the others: top-dose activity, negative = inhibition, actives largely listed as inhibitors | Pol iota fluorescent replication assay, 10 min; note: potency is the fitted concentration of half-maximal effect
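Pol iota at 10 nM preincubated 15 min with compounds at room temperature; reaction started with fluorescent substrate, 50 nM final. Fluorescence read kinetically at 0 and 10 min; buffer-only wells as negative control.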
APEX1 inh = APE1 (human) endonuclease inhibition; Potency, µM (titrated, usually from 65.8 µM), for inactives: at the highest dose activity change, negative = inhibition, hits mostly inhibitors; AID 2517; 350,000 compounds, 0.35% hits; recombinant APE1, TAMRA/BHQ-2 abasic DNA cleavage fluorescence;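 note: potency is the fitted concentration of half-maximal effect; plate controls were vehicle for no effect and reference inhibitor for full effect; nearly all actives have a fitted effect of over 55% in size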
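Substrate: short duplex with […] THF abasic site, 5'-TAMRA and 3'-BHQ-2, 50 nM final. APE1 at 0.75 nM, preincubated 15 min RT with compound. Fluorescence increase from first to third read measured activity.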
* hit, by the source's call; ? = inconclusive; / = not tested or not shown; & = joins results of further samples; [ ] = dose if it differs, or a comment. Unless noted, calls come from the whole dose curve; as a rule, active = well fitted curve in the direction sought with a large enough effect; inconclusive = small, poorly fitted or top-dose-only effect, or another doubt; inactive = no such curve, though single readings can be large; an effect the other way counts as inactive or inconclusive. These rows are one share of the data; rates above refer to the full screens.

SMILES | LDHA block | BLM helicase inh | Anesthetic bind | Pol eta inh | Pol kappa inh | GRP78 ERSR act | POLB inh | Pol iota inh | APEX1 inh
O=C(COC(=O)c1cc(S(=O)(=O)N2CCOCC2)ccc1F)NCCc1ccc(F)cc1 | -5 | / | / | 0% | -17% | 0% | / | 4% | -4%
O=C(c1cc([N+](=O)[O-])cc([N+](=O)[O-])c1)N(Cc1nnc(-c2ccccc2Cl)o1)C1CC1 | 10 | 2% | ? | -18% | -1% | -2% | 25% | 33%[activator] | -11%
CC1Oc2ccccc2C=C1C1/C(=C(/O)c2ccccc2)C(=O)C(=O)N1CCCN(C)C (configuration not stated) | -3 | 1% | -9% | -21% | -10% | -1% | 9% | -10% | -2%
C#CCOCCOCCOCCNc1nc(N2CCN(C(=O)[C@H](CCC(=O)O)n3cc(CN)nn3)CC2)nc(N2CCN(C(=O)[C@H](CCCN=C(N)N)n3cc(C(N)[C@@H](C)CC)nn3)CC2)n1 (some centres not stated) | -3 | / | / | -5% | -6% | -1% | / | -1% | -8%
CCC(=O)N1CCc2cc(CNS(=O)(=O)c3ccccc3F)ccc21 | -18 | -1% | -4% | -10% | 0%[60.1 µM] | 0% | -22% | -1% | /
O=C1CN(C(=O)c2c(F)cccc2F)C(c2ccc(F)cc2)c2cc(Br)ccc2N1 (configuration not stated) | -8 | -10% | -20% | -15% | -18% | -2% | -1% | ? | 54%[activator]
c1nc(NC2CCCCC2)c2[nH]cnc2n1 | 0&3 | 0% | -4% | -2% | 0%&5% | 0%&-3% | 5% | 15%&8% | 2%
Cc1ccc(S(=O)(=O)NCC2CCC(C(=O)NCc3cccs3)CC2)cc1 (configuration not stated) | -11 | -6% | -3% | -10% | -2% | -6% | 32% | 20% | 8%
CC(C)(C)c1ccc(C(=O)NNC(=O)c2ccccc2Br)cc1 | 0 | -2% | -18% | -7% | -2% | 5% | 0% | -15% | -2%
NCCCC(N)CC(=O)NCC1NC(=O)C(CO)NC(=O)C(N)CNC(=O)C(C2CCN=C(N)N2)NC(=O)/C(=C\NC(N)=O)NC1=O (configuration not stated) | / | 5% | -6% | / | -2%[60.1 µM] | -2% | / | / | 4%
Cc1ccc(C)c(N2CCN(S(=O)(=O)c3cnc(N)nc3)CC2)c1 | -7 | -5% | -13% | -6% | -9%[60.1 µM] | -3% | ? | -20% | /
CCOC(=O)c1c(C)[nH]c(C(=O)NNC(=O)c2ccc(Br)cc2)c1C | 0 | / | / | -1% | -13% | 2% | / | -27% | 44%

Some of the entries above, reformatted:
Each structure is followed by: LDHA block | BLM helicase inh | Anesthetic bind | Pol eta inh | Pol kappa inh | GRP78 ERSR act | POLB inh | Pol iota inh | APEX1 inh
Cc1ccc(S(=O)(=O)NCC2CCC(C(=O)NCc3cccs3)CC2)cc1 (configuration not stated)
    -11 | -6% | -3% | -10% | -2% | -6% | 32% | 20% | 8%
CC(C)(C)c1ccc(C(=O)NNC(=O)c2ccccc2Br)cc1
    0 | -2% | -18% | -7% | -2% | 5% | 0% | -15% | -2%

(next part)
SMILES | LDHA block | BLM helicase inh | Anesthetic bind | Pol eta inh | Pol kappa inh | GRP78 ERSR act | POLB inh | Pol iota inh | APEX1 inh
Cc1noc(-c2ccc(NC(C)c3ccccc3)c([N+](=O)[O-])c2)n1 (configuration not stated) | -1 | -3% | 3% | -9% | -7% | 2% | 4% | 2% | /
COc1cc(OC)c(/C=C/c2ccc3ccccc3[n+]2[O-])c(OC)c1 | 1 | / | / | / | -17% | -2% | / | 17% | /
CCn1c(-c2ccccc2Cl)nn(CC(=O)NCCc2ccccc2)c1=S | -7 | 4% | -10% | -6% | -9% | 1% | -28% | 8% | 0%
CCOc1cc(CNc2ncn[nH]2)ccc1OCC(=O)NC(C)(C)C | -11 | -2% | -1% | 3% | -2% | 12% | 61% | 130%[activator] | 5%
COc1ccc(S(=O)(=O)NC(CCSC)C(=O)NC2CCCCC2)cc1 (configuration not stated) | -1 | 0% | -12% | -6% | -22% | -5% | -27% | 27% | 0%
c1ccc(-c2c3ccccc3nc3[nH]c4ccccc4c23)cc1 | -1 | -9%&-6% | -14%&7% | -14% | -21% | 1% | ? | 17% | -4%&-3%
CCCCCC/C=C/c1ccc(OC)c(C2C3C=CCC(C)C3C(=O)N2Cc2ccccc2)c1 (configuration not stated) | / | -4% | 88%[activator] | / | -2% | -5% | / | 18% | -5%
Cc1nn2c(NCCCN(C)C)c3c(nc2c1-c1ccccc1)CCCC3 | -9 | -4% | -12% | -4% | -5% | 1% | -3% | 28% | -1%
Cc1ccccc1OCCNC(=O)c1ccc2ccccc2n1 | -4 | -4% | -4% | -27% | -9% | -1% | 26% | 13% | -2%
O=C(NCc1ccco1)c1cccc(S(=O)(=O)N2CCCC2)c1 | -4 | -5% | -10% | -7% | -14% | 2% | 3% | 4% | -12%
CN(C)c1ncc2nc(-c3ccc(F)cc3)c(=O)n(C[C@H]3CCCO3)c2n1 | / | 4% | / | / | -2%[60.1 µM] | -1% | / | / | 22%
O=c1nc(N(c2ccccc2)c2ccccc2)[nH]c(=O)[nH]1 | 2 | 0% | 2% | 3% | -5% | -5% | ? | 13% | 9%
CN(C)C(=O)CCC(=O)N(C)CC1CCCN(CCc2ccc(F)cc2)C1 (configuration not stated) | -1 | 0% | 2% | 8% | -2% | 0% | 6% | 26% | 2%
CCOC(=O)C1=C(N)Oc2c(oc(CO)cc2=O)C1c1c(F)cccc1Cl (configuration not stated) | -3 | -2% | ? | 4% | -4% | -3% | -24% | 9% | 0%
CCCC(=O)N1CCN(c2ccc([N+](=O)[O-])cc2Cl)CC1 | -2 | -2% | 0% | 2% | -2%[60.1 µM] | -2% | 32% | 0% | 3%
O=C(N/N=C/c1ccccc1C(=O)O)c1ccccc1Br | -4 | -2% | -18% | -12% | 1% | 4% | -17% | 12% | 3%
Cc1cc2c(nc1C)CCCCN2C[C@H](O)CN1CCCc2nc(-c3ccc(Br)cc3)ccc21 | / | 8%[12.4 µM] | -14%[15.3 µM] | / | / | 0% | / | / | 16%[12.4 µM]
CC(=O)c1cccc(NC(=O)COC(=O)CCNS(=O)(=O)c2ccccc2)c1 | -7 | / | / | -8% | -14% | -3% | / | 7% | -6%
CC1CCCCN1S(=O)(=O)c1ccc(S(=O)(=O)N2CCCC2)cc1 (configuration not stated) | -3 | -2% | -13% | -21% | 1% | 0% | 0% | 29% | 6%
O=C(COc1ccccc1F)Nc1ccccc1C(=O)OCc1cc(=O)n2nc(C3CC3)sc2n1 | -3 | -2% | 5% | -21% | -8%[60.1 µM] | -4% | -10% | 22% | /
O=S(=O)(NCCc1ccncc1)c1ccccc1 | -3 | 1% | -6% | -12% | -3% | -2% | 4% | 90%[activator] | 0%
COCCNC(=O)c1ccccc1NC(=O)Cc1ccccc1[N+](=O)[O-] | -2 | -9% | -4% | -3% | -6% | -1% | 16% | 8% | -3%
CCn1c(C)nc2cc(C(=O)NNC(=O)c3ccc(Cl)nc3)ccc21 | -2 | 0% | 3% | -19% | -3% | -3% | -1% | 73%[activator] | -2%
CC(C)(C)[C@H]1COC(=O)[C@@H](Cc2ccc(F)cc2)C/C=C\C[C@@H](CC(=O)N[C@H](CO)Cc2ccccc2)C(=O)N1 | 2 | / | / | -15% | 6% | -5% | / | 10% | 11%
Cc1ccc(C(=O)N2CCN(c3ccc(C(F)(F)F)cn3)CC2)c(C)c1 | 1 | -4% | -24% | -15% | -7% | -8% | 2% | 11% | 8%
CN(C)Cc1cccc([N+](=O)[O-])c1O | -4 | 1% | -4% | 31%[activator] | 0% | -5% | 22% | 14% | -1%
COc1cc(CNCC(O)c2ccccc2)ccc1OCc1ccc(Cl)nc1 (configuration not stated) | -1 | -11% | ? | -10% | 2% | -5% | 26% | -12% | -10%
CC(=O)c1sc(NC(=O)CCN2C(=O)C3CC=CCC3C2=O)nc1-c1ccccc1 (configuration not stated) | -1 | / | / | -17% | -5% | -1% | / | 21% | 17%
CN1CCN(CCCNC(=O)CCN2C(=O)COc3ccccc32)CC1 | -9 | 0% | -2% | -18% | 2% | 1% | 8% | 63%[activator] | 0%
COc1cccc(OCC(=O)N(C)Cc2nc(-c3cccc(C)c3)no2)c1 | -4 | -3% | -8% | 0% | -16% | -4% | 3% | 70%[activator] | -3%[12.4 µM]
CCOC(=O)c1cnc(SCC(=O)NNC(=O)c2ccco2)nc1N | 2 | 2% | -8% | -20% | -1% | -6% | 12% | 53%[activator] | 25%[12.4 µM]
O=C(Cc1n[nH]c(=O)c2ccccc12)NCc1ccccn1 | -5 | 1% | -5% | 4% | -15% | -4% | 13% | 23% | 0%
COc1ccc(OCC(=O)Nc2ccccc2-c2ccccc2)cc1 | -1 | -6% | -5% | 2% | -14% | -4% | 2% | 10% | 8%
Cc1ccc(C(C)C)cc1OCCn1cncn1 | ? | -2% | -2% | -18% | -3% | -2% | 10% | 100%[activator] | -1%
O=C1c2cccnc2C(=O)N1Cc1cccs1 | 2 | 1% | ? | -2% | ? | -4% | 10% | 13% | -4%
O=C(Nc1cccc(C(F)(F)F)c1)Oc1ccc(Cl)c2cccnc12 | 12 | -8% | -9% | -17% | -4% | -8% | 7% | 37%[activator] | 3%
COc1ccc(CNC(=O)/C(C#N)=C2\N=C(NC(=O)c3cccs3)c3ccccc32)cc1 | -3 | -11% | 0% | -11% | -12% | -2% | -5% | -14% | 2%
CCOC(=O)C(Cc1ccccc1)NC(=O)CCc1nnc2ccc(N3CCOCC3)nn12 (configuration not stated) | -3 | 3% | -4% | -3% | 0% | -1% | 67%[activator] | 12% | 1%
Cc1ccc(S(=O)(=O)N2CCN(S(=O)(=O)N3CCOCC3)CC2)cc1C | -15 | -2% | -4% | -4% | 0% | -4% | 21% | 6% | 0%
C=CCn1c(SCc2c(C)noc2C)nc2sc3c(c2c1=O)CCCCC3 | -2 | -8% | -12% | -5% | -3% | -2% | -2% | 16% | -4%
CCOC(=O)c1oc2ccccc2c1CSc1nnnn1-c1ccccc1 | -5 | -5% | -8% | -7% | -20% | -2% | 2% | 6% | -2%
